Assay outcomes: PubChem BioAssay, several laboratories
MEKK2 WT-MEK5 = modulators of MEK5 binding to wildtype MEKK2, primary screen, biochemical, multiplex bead flow cytometry, Alexa488-MEK5; Mitogen-activated protein kinase kinase kinase 2 (Homo sapiens), Q9Y2U5; AID 1531, 2009; binding response (% of control), % at 10 µM; Alexa488-MEK5 binding to MEKK2 WT; actives lie on both sides; 290,000 compounds, 1.1% hits; in the data active = binding response below about 67% or above about 130%
pCIP destab = p/CIP-EGFP fusion destabilizers, primary screen, fluorescence, F442A cells | 16 h | decrease of EGFP signal, % at 10 µM | 290,000 compounds, 0.01% hits | AID 1984, 2009;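 active = EGFP signal decrease of at least 30% at 10 µM or well 3 SD below plate mean, unless failing retest; inactive = the rest, including hits failing retest or dose response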; note: some compounds called inactive have numbers as strong as hits; many of its hits are not listed in these tables
SUMO HTRF inh = inhibitors of in vitro SUMOylation cascade, primary screen, biochemical, HTRF, uHTS; 290,000 compounds, 0.36% hits; AID 2006, 2009; inhibition, % at 35 µM; SUMO-conjugating enzyme UBC9 (Homo sapiens), P63279; HTRF SUMOylation assay, SAE1/SAE2 + UBC9; in the data active = inhibition above about 50%, passing the limit was not always enough; note: strong numbers were not always called active
NALP1 inh = NALP1 inflammasome inhibitors in reconstituted yeast, colorimetric, S. cerevisiae, triplicate retest | S. cerevisiae NALP1/ASC/caspase-1 growth, X-gal OD620, 72 h | inhibition, % at 10 µM | AID 2071, 2009 | 280,000 compounds, 0.61% hits; in the data active = inhibition mostly above about 24%, no sharp cut-off; inactive = mostly below about 32%; note: some compounds called inactive have numbers as strong as hits
MEKK3 PB1 HTS = modulators of MEKK3-MEK5 PB1 binding, primary screen, biochemical, wildtype MEKK3, multiplex bead flow cytometry, Alexa488-MEK5. Mitogen-activated protein kinase kinase kinase 3 (Homo sapiens), Q99759. bead-based flow cytometry, Alexa488-MEK5 binding to MEKK3; actives lie on both sides; 0 = blocked by unlabeled MEK5, 100 = vehicle. binding response (% of control), % at 10 µM. 290,000 compounds, 1.4% hits. AID 1529, 2009;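 active = binding response more than 3 SD above or below the average of its plate-row segment, actives on both sides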;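 note: Alexa488 bead fluorescence after subtracting the streptavidin-only scavenger bead signal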
MEKK2 mut-MEK5 = MEK5 binding signal on mutant MEKK2 PB1, primary screen, biochemical, multiplex bead flow cytometry, Alexa488-MEK5 | 290,000 compounds, 0.35% hits | percent response, % at 10 µM | Alexa488-MEK5 binding to MEKK2 mutant; in the data active = percent response above about 24%, passing the limit was not always enough; note: inactives centre near 1; some results filed as inactive read as strong as hits; reference of the scale not given here
IDE cell activ = human IDE activators in live cells, primary screen, fluorescence polarization, HEK cells, FAbeta-B substrate; Insulin-degrading enzyme (Homo sapiens), P14735; FAbeta-B cleavage; 0% vehicle, 100% cell-free pure enzyme wells; activation, % at 5.96 µM; 340,000 compounds, 0.073% hits;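 active = activation above the mean of all tested compounds plus 3 SD, set per screening campaign, cut at about 17% in these data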
Target sequence (P14735 whole entry, looked up): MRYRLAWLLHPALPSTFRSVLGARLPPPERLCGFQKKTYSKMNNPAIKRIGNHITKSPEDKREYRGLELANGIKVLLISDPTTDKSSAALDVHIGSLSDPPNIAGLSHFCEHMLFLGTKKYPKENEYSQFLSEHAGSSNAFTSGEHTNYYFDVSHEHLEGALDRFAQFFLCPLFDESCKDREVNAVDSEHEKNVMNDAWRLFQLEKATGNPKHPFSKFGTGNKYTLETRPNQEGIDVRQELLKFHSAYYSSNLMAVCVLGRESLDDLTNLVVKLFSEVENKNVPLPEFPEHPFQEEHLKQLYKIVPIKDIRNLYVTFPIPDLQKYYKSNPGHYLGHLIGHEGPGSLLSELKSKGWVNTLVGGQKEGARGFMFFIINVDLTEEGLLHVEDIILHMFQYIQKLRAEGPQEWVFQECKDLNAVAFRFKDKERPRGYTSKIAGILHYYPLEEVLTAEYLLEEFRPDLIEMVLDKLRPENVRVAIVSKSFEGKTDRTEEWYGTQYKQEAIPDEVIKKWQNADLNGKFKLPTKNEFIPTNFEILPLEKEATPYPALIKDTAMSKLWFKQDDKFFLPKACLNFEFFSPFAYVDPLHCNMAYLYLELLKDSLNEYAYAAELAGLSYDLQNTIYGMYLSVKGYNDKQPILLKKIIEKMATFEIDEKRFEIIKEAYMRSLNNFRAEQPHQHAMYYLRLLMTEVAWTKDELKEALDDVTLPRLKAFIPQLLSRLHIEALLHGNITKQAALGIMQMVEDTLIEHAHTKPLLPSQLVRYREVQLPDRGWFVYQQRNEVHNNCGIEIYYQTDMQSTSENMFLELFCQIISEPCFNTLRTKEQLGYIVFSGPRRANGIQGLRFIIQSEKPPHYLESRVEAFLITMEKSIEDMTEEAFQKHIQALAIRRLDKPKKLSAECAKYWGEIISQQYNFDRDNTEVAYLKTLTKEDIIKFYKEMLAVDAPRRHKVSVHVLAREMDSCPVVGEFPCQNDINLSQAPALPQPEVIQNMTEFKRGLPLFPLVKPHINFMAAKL
M18AAP inhibitor = PfM18AAP inhibitors, malaria aminopeptidase, primary screen, biochemical, QFRET, recombinant enzyme; H-Glu-NHMec fluorogenic cleavage; inhibition, % at 7.35 µM; AID 1822, 2009; M18 aspartyl aminopeptidase (Plasmodium falciparum 3D7); 290,000 compounds, 1.2% hits;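 active = inhibition above the campaign mean inhibition over all tested compounds plus 3 SD, cut at about 28% in these data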;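 note: 0% = plate median of test compound wells and 100% = 2 mM ZnCl2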
IDE inh = human IDE inhibitors in live cells, primary screen, fluorescence polarization, HEK cells, FAbetaB substrate; inhibition, % at 5.59 µM; Insulin-degrading enzyme (Homo sapiens), P14735; 320,000 compounds, 0.41% hits; FAbetaB cleavage; AID 434962, 2010;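 active = percent inhibition above the average of all tested compounds plus 3 SD, set per screening campaign, cut at about 16% in these data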;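 note: IDE supplied by intact live HEK cells; FP after avidin binding of uncleaved biotin substrate so inhibition keeps polarization high; 0% = DMSO wells and 100% = 60 µM reference IDE inhibitor Ii1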
Starred values were filed as active, the others as inactive; & = joins results of further samples; ! = not active in a repeat; [ ] = dose if it differs, or a comment.

SMILES	MEKK2 WT-MEK5	pCIP destab	SUMO HTRF inh	NALP1 inh	MEKK3 PB1 HTS	MEKK2 mut-MEK5	IDE cell activ	M18AAP inhibitor	IDE inh
CC[C@@H]1C(=O)OC[C@@H]1Cc1cncn1C	55.0*![inhibitor]	-5.5&-4.2	-16.5&-0.4	15.3&20.4&7.4	88.0&91.0&103.0	4.0&1.0&0.0	6.1&-2.4	-6.3&-5.6&10.3	2.0&5.8

These rows are one share of the data, so the mix of outcomes need not match the whole.
